Source: PubChem BioAssay (National Center for Advancing Translational Sciences (NCATS))
ATXN2 expr inh = ATXN2 expression inhibition | HEK-293 ATXN2-luciferase reporter, luminescence, 24 h | Potency, µM (titrated, usually from 57 µM), inactives show top-dose activity change, negative = inhibition, most hits filed as inhibitors | 0.72% of 360,000 active; further: potency means the concentration at half of the fitted maximal effect; on the % scale 0 is the no-effect control and ±100 the full control effect; nearly all actives have a fitted effect of over 55% in size
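ATXN2-luciferase reporter cells (luciferase flanked by upstream and downstream ATXN2 gene portions) were treated 24 h at 37 °C with compounds at up to 57 uM. SteadyGlo luminescence gave expression; GF-AFC fluorescence gave viability.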
TGFb inhibitor = blocks TGF-b signaling | HepG2 CAGA-GFP TGF-b/SMAD3 reporter, GFP fluorescence, 18 h; TGF-beta stimulated, 500 pg/mL final | Potency, µM (doses to about 46.1 µM), for inactives: at the highest dose activity, negative = inhibition, hits mostly inhibitors | 1.2% of 410,000 active | AID 588855; further: potency means the concentration at half of the fitted maximal effect; on the % scale 0 is the no-effect control and ±100 the full control effect; nearly all actives have a fitted effect of over 65% in size
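Smad-responsive CAGA-GFP expression was quantified in HEPG2 cells exposed to compounds and 500 pg/mL final TGF-beta for 18 h at 37 degrees C; unstimulated wells defined full inhibition.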
IL-1B inflam inh = inflammasome signaling inhibition, IL-1 beta readout. THP-1 LPS/ATP IL-1B secretion, AlphaLISA, 16 h; hits give low values. AID 743279. 4.7% of 360,000 active. activity change, % at 57.5 µM; in the data active means activity change below about -50%; inconclusive means mostly about -30% to -49%; further: on the % scale 0 is the no-effect control and ±100 the full control effect
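THP-1 cells pretreated 1 hr with compounds (up to 57.5 uM final), then stimulated with LPS (250 ng/mL final) plus ATP (1.25 mM final); secreted IL-1B measured by AlphaLISA after 16 hr, decreased signal indicating inhibition.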
Nrf2 block = Nrf2 pathway inhibition; AID 504444; A549 ARE-Fluc reporter, luciferase luminescence, 18-24 h; 2.1% of 360,000 active; Potency, µM (series often up to 46 µM), for the others: at the top dose activity change, negative = inhibition, actives largely listed as inhibitors; further: potency means the concentration at half of the fitted maximal effect; on the % scale 0 is the no-effect control and ±100 the full control effect; nearly all actives have a fitted effect of over 60% in size
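A549 ARE_Fluc cells, 5000/well, 5% FBS OPTI-MEM; compounds in dose-response, 18-24 h at 37 °C/5% CO2; CellTiter-Fluor viability read (Ex 405/Em 525), then BugLite luciferase luminescence = Nrf2 activity.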
Nrf2 ARE act = activators of Nrf2 (ARE) signaling; 0.31% of 410,000 active; AREc32 ARE-luciferase reporter (MCF7-derived line), luminescence, 24 h; AID 624171; Potency, µM (doses to about 46.1 µM), for the others: at the highest dose activation, usual class: activators; further: potency means the concentration at half of the fitted maximal effect; % of control where 0% means no effect; nearly all actives have a fitted effect of over 65% in size
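AREc32_Fluc, 1000 cells/well, OPTI-MEM + 5% FBS, o/n 37 deg C 5% CO2; 23 nL cpd by pin tool, 24 hr; Steady-Glo 30 min RT, luminescence.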
S2 tox = viability counter-screen for ATXN expression inhibitors | S2 cells (HEK-293 line with an ATXN2-luciferase reporter) viability, CellTiter-Fluor protease fluorescence, 24 h | Potency, µM (series often up to 56.7 µM), usual class: cytotoxic | 0.49% of 400,000 active; further: potency means the concentration at half of the fitted maximal effect; nearly all actives have a fitted effect of over 40% in size
MCF10A rerep = induces DNA re-replication in MCF 10a normal breast cells | 2.9% of 350,000 active | Potency, µM (series often up to 46.1 µM), without a hit: top-dose activity, positive = re-replication, usual class: activators | AID 624296 | MCF 10A DNA re-replication, Hoechst nuclear intensity, 48 h; further: potency means the concentration at half of the fitted maximal effect; % of control where 0% means no effect; nearly all actives have a fitted effect of over 50% in size
A549 viability = A549 cytotoxicity, counter-screen for Nrf2 inhibitors; 0.16% of 390,000 active; AID 504648; Potency, µM (series often up to 46 µM), inactives show at the top dose activity change, negative = cytotoxicity, actives largely listed as inhibitors; A549 ARE-Fluc cells, CellTiter-Fluor viability, 18-24 h; further: potency means the concentration at half of the fitted maximal effect; on the % scale 0 is the no-effect control and ±100 the full control effect
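A549 ARE-Fluc cells in 5% FBS OPTI-MEM, 5000 cells/well, rested 2 h then exposed to compounds in concentration-response for 18-24 h at 37 °C. Viability by CellTiter-Fluor fluorescence (Ex 405/Em 525) after 30 min; luciferase luminescence (BugLite, 15 min, RT) read afterwards.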
HepG2 viability = kills HepG2 cells in TGF-b inhibitor counter-screen; 0.76% of 410,000 active; Potency, µM (top dose mostly 46.1 µM), without a hit: at the highest dose activity change, negative = cytotoxicity, usual class: cytotoxic; HepG2 CAGA-GFP viability, ATP luminescence, 18 h; AID 588856; further: potency means the concentration at half of the fitted maximal effect; some results filed as inactive show a strong effect at the top dose
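HepG2 CAGA-GFP cells (1000/well, DMEM with 1% FBS) received compound, then TGF-beta at 500 pg/mL final, and were incubated 18 hours at 37 degrees C. Viability was read by CellTiter-Glo luminescence. Media-only wells were set as complete cell-killing and DMSO as no toxicity.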
An asterisk follows results filed as active; i = inactive; ? = inconclusive; · = not tested or not shown; [ ] = dose if it differs, or a comment. Unless noted, the call rests on the fitted dose curve; in most records, active means well fitted curve in the direction sought with a large enough effect; inconclusive means small, poorly fitted or top-dose-only effect, or another doubt; inactive means no such curve, though single readings can be large; an effect the other way counts as inactive or inconclusive.

SMILES	ATXN2 expr inh	TGFb inhibitor	IL-1B inflam inh	Nrf2 block	Nrf2 ARE act	S2 tox	MCF10A rerep	A549 viability	HepG2 viability
CCN(C(=O)c1cc(S(=O)(=O)N2CCCC2)cn1C)c1ccc(OC)cc1	·	-43.5%	·	3.8%	0.0%	·	·	1.9%	-19.0%
CS(=O)(=O)N(CC(=O)NC1CC1)c1cccc(F)c1	-30.4%	-2.7%	17.7	·	-0.9%	i	-28.4%	1.7%	0.6%
CCOC(=O)c1cn[nH]c1NC(=S)Nc1ccc(Cl)cc1	177.0%[activator]	-26.5%	-5.8	?	3.6%	i	-0.3%	-10.6%	-19.9%
O=C(Nc1ccc2c(c1)OCO2)C1Cc2c(-c3ccncc3)ccnc2O1 (stereo unspecified)	11.5%	20.4%	-14.8	·	0.3%[9.22 µM]	i	·	·	-9.7%
O=S(=O)(c1ccc(OCC(O)CN2CCN(c3ccccc3)CC2)cc1)N1CCOCC1 (stereo unspecified)	-11.4%	-4.3%	10.3	?	-0.1%	i	4.4%	3.1%	-3.3%
CCCc1n[nH]c(=O)[nH]1	-7.6%	-14.7%	17.2	·	0.6%	i	4.8%	-0.6%	3.9%
Cc1c(Cl)cccc1NC(=O)CSc1nncn1-c1ccccn1	15.9%	8.5%	-3.8	-16.3%	1.6%	i	4.4%	-3.6%	13.3%
CCOC(=O)c1ccc(N2C(=O)c3n[nH]c(-c4ccco4)c3C2c2ccc(OC)cc2OC)cc1 (stereo unspecified)	?	15.8µM*	·	?	-1.7%	?	·	-19.4%	-46.4%
COc1cccc(C(NC(C)=O)c2nc(-c3cccc(F)c3)cs2)c1 (stereo unspecified)	-3.3%	11.2%	-18.2	·	4.2%	i	·	·	-0.7%
O=C(Nc1ccccc1N1CCN(c2ccccc2)CC1)C12CC3CC(CC(C3)C1)C2	-4.2%	-4.1%	8.5	-9.9%	4.0%	i	6.6%	?	-15.4%
CSCCC1NC2(C(=O)Nc3c(Cl)cccc32)[C@@H]2C(=O)N(C3CCCC3)C(=O)[C@H]12 (stereo partly specified)	-2.5%	0.4%	2.1	-19.9%	0.0%	i	4.0%	-3.3%	-14.6%
O=C(Cn1cccc1C(=O)c1ccccc1)NCCCN1CCc2ccccc2C1	1.0%	6.6%	?	8.3%	-1.0%	i	16.9%	-13.8%	-4.3%
OCC[C@H]1C[C@H](O)[C@@H](O)[C@]2(Cc3ccccc3CO2)O1	5.5%	3.1%	5.2	5.7%	-0.8%	i	-1.5%	-0.4%	-3.9%
CCOc1cccc(C2c3c(oc4ccc(F)cc4c3=O)C(=O)N2c2cc(C)ccn2)c1 (stereo unspecified)	2.6%	4.1%	·	6.4%	5.2%	i	·	0.6%	-1.1%
Cc1cc(NC(=O)c2cc(C(C)C)on2)nn1Cc1ccc(Cl)cc1	4.8%	-3.0%	-9.3	?	1.3%	i	18.5%	-10.6%	-3.0%
Cc1c(C(=O)NN2CCOCC2)cccc1[N+](=O)[O-]	0.5%	14.3%	-8.7	6.8%	-0.6%	i	0.4%	-2.0%	3.8%
CCOC(=O)c1ccc(NC(=O)CN2CCN(C(=O)C3CCCO3)CC2)cc1 (stereo unspecified)	7.6%	-0.6%	7.1	3.8%	0.6%	i	0.0%	-0.1%	-1.0%
CCOC(=O)c1ccc(NC(=O)Cn2nnc(-c3ccccc3)n2)cc1	4.9%	25.0%	-19.7	?	-0.1%	i	2.8%	-6.2%	-34.0%
Cc1ccc(NC(=O)CN(C)C(=O)Cc2ccccc2F)cc1	5.9%	-4.6%	8.6	15.4%	-0.3%	i	0.0%	-1.9%	-9.6%
N#CC1C=Cc2c(ccc3ccccc23)N1C(=O)c1ccccc1 (stereo unspecified)	?	?	-66.2*	?	-2.5%	?	1.46µM*	-11.1%	-8.5%
COc1cccc(-c2nc(SCC(=O)NC3CCCC3)c(-c3ccccc3)[nH]2)c1	·	?	·	-15.3%	-0.7%	·	·	-11.2%	-21.5%
O=C(CN1C(=O)/C(=C/c2ccccc2)SC1=S)NC1C=CS(=O)(=O)C1 (stereo unspecified)	-6.8%	2.3%	?	11.4%	17.1%	i	24.6%	-5.0%	-20.5%
CCOc1ccc(C(=O)CCC(=O)Nc2cc(C)ccn2)cc1	21.2%	-17.8%	5.6	3.0%	2.6%	i	-0.8%	-5.0%	-36.9%
CCOc1ccc(-c2nc(S(=O)(=O)c3ccccc3)c(N3CCOCC3)o2)cc1	-13.1%	5.0%	-7.8	-21.3%	-1.0%	i	9.8%	2.0%	-3.6%
O=C(COC(=O)c1cc(S(=O)(=O)NCc2ccccc2)ccc1O)NCc1ccccc1	-4.4%	-1.3%	36.4	0.3%	0.0%	i	?	2.3%	-28.1%

Arranged by heavy-atom count (falling): three of the compounds above
SMILES	ATXN2 expr inh	TGFb inhibitor	IL-1B inflam inh	Nrf2 block	Nrf2 ARE act	S2 tox	MCF10A rerep	A549 viability	HepG2 viability
O=C(Cn1cccc1C(=O)c1ccccc1)NCCCN1CCc2ccccc2C1	1.0%	6.6%	?	8.3%	-1.0%	i	16.9%	-13.8%	-4.3%
CCOc1ccc(-c2nc(S(=O)(=O)c3ccccc3)c(N3CCOCC3)o2)cc1	-13.1%	5.0%	-7.8	-21.3%	-1.0%	i	9.8%	2.0%	-3.6%
CCCc1n[nH]c(=O)[nH]1	-7.6%	-14.7%	17.2	·	0.6%	i	4.8%	-0.6%	3.9%

Carrying on:
SMILES	ATXN2 expr inh	TGFb inhibitor	IL-1B inflam inh	Nrf2 block	Nrf2 ARE act	S2 tox	MCF10A rerep	A549 viability	HepG2 viability
CCOCCCn1c(SCC(=O)/C(C#N)=C(\C)N)nc2ccccc2c1=O	-17.2%	-12.5%	-21.2	-15.1%	0.3%	i	-6.6%	-8.0%	-5.3%
C=CCN1C(=O)/C(=C/C(=O)OC)S/C1=N\NC(=O)c1ccccc1	-19.7%	12.2%	-99.6*	-4.6%	-0.2%	i	?	5.8%	2.7%
COc1ccccc1C(=O)NC1CC2CCC(C1)N2Cc1ccccc1 (stereo unspecified)	-8.8%	3.0%	-4.0	-9.8%	-0.6%	i	-0.7%	?	-17.3%
O=C(c1ccccc1)C(Sc1ncn[nH]1)c1ccccc1 (stereo unspecified)	-18.5%	-14.1%	-5.0	6.3%	-1.2%	i	12.4%	-6.9%	6.1%
COc1ccc(-c2cc3ccccc3nc2N)cc1OC	·	-8.5%	-0.3	16.4µM*	2.0%	i	3.3%	-1.2%	-26.7%
CC(C)c1ccc(NC2CCCN(C(=O)CN3CCCCC3=O)C2)cc1 (stereo unspecified)	·	-20.5%	-1.3	·	0.2%	i	·	·	-43.5%
O=C1CC(c2ccccc2)(c2ccccc2)c2ccccc21	2.2%	-7.9%	-10.3	?	-0.1%	i	?	-4.6%	-4.0%
COc1ccc(C(=O)N2CC(=O)Nc3ccc(C)cc3C2c2ccccc2)cc1OC (stereo unspecified)	0.0%	-0.2%	·	3.3%[9.27 µM]	7.0%	i	·	0.8%	-22.2%
CC1CCCN(Cc2cnc(Cl)s2)C1 (stereo unspecified)	-8.2%	-3.2%	18.3	·	-0.2%	i	-3.2%	3.0%	2.0%
O=C1OC(/C=C/c2ccccc2)=NC/1=C/C=C/c1ccccc1	1.7%	-13.0%	23.4	-16.6%	0.3%	i	8.6%	-0.9%	-7.0%
COc1ccccc1C(=O)NCCn1cc(SCC(=O)Nc2ccccc2F)c2ccccc21	?	-16.0%	·	23.1µM*	0.3%	?	·	-21.1%	-24.4%
CC1C(=O)OC2C1CCC1(C)CCC(=O)C(C)C21 (stereo unspecified)	-17.7%	-7.1%	2.5	-10.6%	0.1%	?	2.5%	9.0%	0.4%
CC(O)(c1ccc(F)c(F)c1)c1nc(-c2cccc(C#N)c2)cs1 (stereo unspecified)	-13.6%	?	-15.4	·	-0.3%	i	·	·	-12.6%
CC(C)c1ccc(N(CC(=O)NCc2cccnc2)S(=O)(=O)c2ccccc2)cc1	14.7%	-8.0%	-7.7	13.9%	-0.4%	i	6.8%	-6.3%	0.7%
COc1ccc(OCC(=O)Nc2cccc(-c3nc4ccccc4[nH]3)c2)cc1	-7.4%	-16.5%	?	?	3.4%	i	21.7%	1.4%	-38.4%
COc1ccc(-c2nc3ccccn3c2Cl)cc1	12.4%	0.0%	-2.5	?	?	i	9.4%	4.7%	-35.5%
CSc1nc(N2CCN(c3ccccc3)CC2)cc(N2CCN(c3ccccc3)CC2)n1	-12.0%	-4.0%	-2.4	-9.7%	0.2%	i	-31.1%	1.8%	-4.1%
Cc1cccc(N=C2NC(=O)/C(=C/c3cn(C)c4ccccc34)S2)c1	?	-2.3%	?	14.6µM*	2.2%	?	10.3µM*	?	-3.1%
O=C(c1ccc(CS(=O)c2ccccc2Cl)o1)N1CCCCCC1 (stereo unspecified)	0.7%	-7.1%	0.0	12.6%	-1.0%	i	1.1%	-6.6%	-3.7%
Cc1cc(Cl)ccc1-c1cc2nc(NCCCN(C)C)n(C)c(=O)c2s1	31.6µM*	?	-10.8	·	-3.0%	?	·	·	14.1µM*
CCOC(=O)CSc1nc2c(sc3ccccc32)c(=O)n1Cc1ccc(OC)cc1	8.7%	3.7%	·	·	0.5%	i	·	2.7%	4.4%
COC(=O)c1ccc2nc(C3CCCCC3)c(Cc3ccc(C)cc3)n2c1	7.1%	?	6.3	·	12.0%	?	·	·	-24.6%
O=C(Cn1cnc2c(nnn2Cc2ccccc2)c1=O)N1CCN(c2ccccc2)CC1	1.9%	1.2%	-17.5	6.9%	0.3%	i	9.0%	8.8%	-5.7%
O=C(CCN1C(=O)C2CC=CCC2C1=O)Nc1cccc(S(=O)(=O)N2CCCCC2)c1 (stereo unspecified)	-6.4%	-5.3%	7.4	-2.6%	-2.4%	i	17.7%	-0.5%	3.9%
CCOc1ccc(NC(=S)NC(=O)c2c(Br)cnn2C)c([N+](=O)[O-])c1	-9.4%	8.6%	-4.1	?	0.4%	i	?	-1.6%	11.9%
